Screening results as filed in PubChem BioAssay.
Luc counter – counter-screen: inhibitors of Kinase-Glo firefly luciferase; Kinase-Glo luciferase, ATP luminescence, 8 min; 200,000 tested, 0.28% active; Potency, µM (top dose mostly 38.3 µM), without a hit: top-dose activity change, negative = inhibition, actives largely listed as inhibitors; AID 1379; Q27757; further: on the % scale 0 is the no-effect control and ±100 the full control effect; nearly all actives have a fitted effect of over 60% in size
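Kinase-Glo luciferase light output from ATP and luciferin was measured with 10 uM ATP, within the enzyme's linear range. Buffer: 50 mM imidazole pH 7.2, 50 mM KCl, 7 mM MgCl2, 0.01% Tween 20, 0.05% BSA; luminescence read after 8 min at ambient temperature.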
ALDH1A1 block – inhibitors of human aldehyde dehydrogenase 1A1; P00352; Purified ALDH1A1, NADH fluorescence, propionaldehyde substrate; Potency, µM (highest dose often 75.3 µM), inactives show top-dose activity, negative = inhibition, usual class: inhibitors; AID 1030; 220,000 tested, 7.3% active; active means well fitted inhibition curve with a large enough effect, not every such curve was filed as active; inconclusive means small, poorly fitted or top-dose-only effect, or another doubt; inactive means no such curve, though single readings can be large or run the other way;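 further: plate controls were no enzyme wells and a reference inhibitor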
Tau fibril ThT – inhibitors of human tau fibril formation, thioflavin T binding; recombinant tau K18 P301L (four-repeat tau fragment), heparin-induced fibrillization, ThT fluorescence; Potency, µM (top dose mostly 57.4 µM), without a hit: at the top dose activity, negative = inhibition, most hits filed as inhibitors; 270,000 tested, 2.1% active; further: on the % scale 0 is the no-effect control and ±100 the full control effect; nearly all actives have a fitted effect of over 55% in size
Target sequence (P10636 561-689 P618L limits assumed): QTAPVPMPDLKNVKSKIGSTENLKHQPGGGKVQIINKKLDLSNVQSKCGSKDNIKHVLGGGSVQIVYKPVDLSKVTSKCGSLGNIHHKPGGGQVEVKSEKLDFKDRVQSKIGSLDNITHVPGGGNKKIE
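Aggregation was driven by heparin (20 uM final) acting on recombinant tau […] bearing P301L in 100 mM sodium acetate pH 7; fibrils were detected with Thioflavin T.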
L3MBTL1 block – L3MBTL1 (human) inhibition | Q9Y468 | AlphaScreen L3MBTL1–H3K9me1 peptide binding | Potency, µM (top dose mostly 57.1 µM), for inactives: at the top dose activity, negative = inhibition, actives largely listed as inhibitors | 230,000 tested, 0.66% active; further: on the % scale 0 is the no-effect control and ±100 the full control effect; nearly all actives have a fitted effect of over 60% in size
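Read-out is AlphaScreen signal from streptavidin donor and nickel chelate acceptor beads (10 ug/mL final each) bridging L3MBTL1 (50 nM) and biotinylated K9-monomethylated H3(1-15) peptide (75 nM), after 30 min compound exposure at room temperature.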
SMN2 splice up – increases expression of the SMN2 splice variant; HEK293 SMN2-luciferase splicing reporter, luminescence, 30-36 h; 210,000 tested, 2.8% active; AID 1458; Potency, µM (highest dose often 46.1 µM), for the others: at the top dose activity change, positive = activation, hits mostly activators; further: % of control where 0% means no effect; nearly all actives have a fitted effect of over 55% in size
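HEK293 cells carry an SMN2 minigene-luciferase reporter in which exon 7 inclusion puts luciferase in frame. Cells were seeded at 2000 cells/well, attached for 10-12 hours, then exposed to compounds for 30-36 hours at 37C before ONE-Glo luminescence.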
RECQ1 helicase – blocks DNA unwinding by human RECQ1 | 240,000 tested, 0.54% active | AID 2549 | RECQ1 DNA unwinding, red fluorescence kinetic read | Potency, µM (doses to about 57.3 µM), inactives show at the top dose activity, negative = inhibition, usual class: inhibitors | P46063;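 further: plate controls were vehicle for no effect and no enzyme for full effect; nearly all actives have a fitted effect of over 30% in size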
Target sequence (P46063 whole entry, looked up): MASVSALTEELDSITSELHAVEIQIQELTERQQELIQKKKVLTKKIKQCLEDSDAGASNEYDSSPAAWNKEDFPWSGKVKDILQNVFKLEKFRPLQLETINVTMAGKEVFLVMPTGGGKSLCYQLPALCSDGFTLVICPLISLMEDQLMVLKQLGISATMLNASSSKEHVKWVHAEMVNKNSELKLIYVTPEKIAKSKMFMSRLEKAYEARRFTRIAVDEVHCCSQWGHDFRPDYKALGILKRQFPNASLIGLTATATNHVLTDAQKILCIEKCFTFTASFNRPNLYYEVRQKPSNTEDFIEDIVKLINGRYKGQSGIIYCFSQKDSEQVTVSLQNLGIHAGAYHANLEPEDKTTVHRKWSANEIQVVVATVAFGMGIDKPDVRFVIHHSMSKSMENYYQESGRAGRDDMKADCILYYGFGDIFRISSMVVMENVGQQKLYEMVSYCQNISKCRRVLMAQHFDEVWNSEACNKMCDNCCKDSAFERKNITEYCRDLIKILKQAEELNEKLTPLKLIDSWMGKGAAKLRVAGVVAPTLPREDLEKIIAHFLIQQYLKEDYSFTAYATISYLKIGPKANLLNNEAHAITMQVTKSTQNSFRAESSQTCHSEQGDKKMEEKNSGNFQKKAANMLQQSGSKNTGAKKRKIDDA
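50 nM RECQ1T1 preincubated 15 min with compound in Tris pH 8.0 buffer with MgCl2, DTT, Tween-20 and 2.5 ug/ml poly(dI-dC); started with 200 nM TAMRA/BHQ-2 forked duplex and 2 mM ATP. Unwinding read as fluorescence (525/598 nm), two reads 2 h apart.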
KDM4E inh – JMJD2E (human) inhibition; B2RXH2; JMJD2E catalytic domain, FDH-coupled NADH fluorescence (FDH is formaldehyde dehydrogenase); Potency, µM (top dose mostly 57.1 µM), for the others: top-dose activity change, negative = inhibition, most hits filed as inhibitors; 230,000 tested, 1.6% active; AID 2147; active means well fitted inhibition curve with a large enough effect, not every such curve was filed as active; inconclusive means small, poorly fitted or top-dose-only effect, or another doubt; inactive means no such curve, though single readings can be large or run the other way;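 further: 0% = wells with enzyme and -100% = buffer wells without enzyme; nearly all actives have a fitted effect of over 50% in size; many of its hits are not listed in these tables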
Target sequence (B2RXH2 1-337 limits assumed): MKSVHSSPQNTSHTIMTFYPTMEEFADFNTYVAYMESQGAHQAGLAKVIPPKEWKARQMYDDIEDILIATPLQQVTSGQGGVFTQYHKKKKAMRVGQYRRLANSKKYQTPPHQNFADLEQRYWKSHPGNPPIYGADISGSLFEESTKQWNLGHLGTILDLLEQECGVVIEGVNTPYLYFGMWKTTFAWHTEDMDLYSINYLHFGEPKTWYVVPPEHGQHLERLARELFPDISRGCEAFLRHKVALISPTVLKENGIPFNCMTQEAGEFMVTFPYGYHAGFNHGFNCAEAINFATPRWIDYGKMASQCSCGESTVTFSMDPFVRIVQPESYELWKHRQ
Lamin A splicing – modulators of lamin A splicing. HeLa LMNA splicing GFP/RFP minigene ratio, 48 h. Potency, µM (series often up to 46.1 µM), inactives show top-dose ratio change, negative = inhibition, hits mostly inhibitors. 200,000 tested, 0.01% active. AID 1487; active means well fitted inhibition curve with a large enough effect in the signal ratio, with a control signal flat, not every such curve was filed as active; inconclusive means small, poorly fitted or top-dose-only effect, or effect the other way, or a change in a side signal; the % refers to the signal ratio; further: on the % scale 0 is the no-effect control and ±100 the full control effect
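S3 HeLa cells stably expressing lamin A-EGFP splicing minigene plus DsRed2, 600 cells/well, 48 h compound exposure at 37C. Laser-scanning cytometry; analysed as GFP (500-530 nm)/RFP (575-640 nm) total intensity ratio; 0.5% DMSO vehicle.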
* = called active by the depositor; i = inactive; ? = inconclusive; · = not tested or not shown; & = joins results of further samples; [ ] = remark or other dose. Unless noted, the call rests on the fitted dose curve; in most records, active means well fitted curve in the direction sought with a large enough effect; inconclusive means small, poorly fitted or top-dose-only effect, or another doubt; inactive means no such curve, though single readings can be large; an effect the other way counts as inactive or inconclusive. Potency means the concentration at half of the fitted maximal effect. These rows are one share of the data. The share of hits here may be higher or lower than overall.

Compound	RECQ1 helicase	ALDH1A1 block	Tau fibril ThT	KDM4E inh	L3MBTL1 block	Lamin A splicing	SMN2 splice up	Luc counter
N#CC1(Cc2ccccc2)c2ccccc2C=CN1C(=O)c1ccccc1 (configuration not stated)	-17%	?	-9%	-4%	·	-14%	8%	-3%
O=C(CNC(=O)c1cc(=O)[nH]c2ccccc12)Nc1ccc(F)c(F)c1	0%	-12%	-1%	?	4%	4%[9.22 µM]	-2%	5%
Cc1ccc(/C=[N+](\[O-])c2ccc(N(C)C)cc2)c2nsnc12	-12%	1.1µM*	6.3µM*	14µM*	?	?	10µM*	-14%
Cc1ccc2[nH]c(O)c(N=NC(N)=S)c2c1	-11%	·	?	-9%	-18%	·	·	·
CCOCC(=O)Nc1nc2ccc(OCC)cc2s1	-1%	16µM*	-19%	-2%	10%	-4%	11µM*	-21%
Cc1cc(=O)oc2cc(OCC(=O)N3CCOCC3)ccc12	?	?	?	?	-7%	3%	-3%	2%
CSc1ccccc1NC(=O)Nc1cccc(Cl)c1Cl	0%	7%	?	-1%	·	1%	12%	16%
Cn1c(NC(=O)C(C)(C)Oc2ccc(Cl)cc2)cc(=O)n(C)c1=O	-2%	6%	3%	1%	8%	-5%	-21%	0%
CCOC(=O)N1CCN(c2cc(=O)n(Cc3ccc(F)cc3)c(=O)[nH]2)CC1	-3%	1%	1%	8%	3%	3%	0%	2%
CCN1CCN(c2ccc(NC(=O)c3cccc4ncccc34)cc2)CC1	1%	6%	-23%	2%	·	4%	·	-2%
CCN(CC)S(=O)(=O)c1ccc(NC(=O)c2cc(=O)[nH]c3ccccc23)cc1	i	-4%	2%	?	5%	-2%[46 µM]	2%	-2%
COc1cccc(NC(=S)N2CCN(C(c3ccccc3)c3ccccc3)CC2)c1	-9%	-13%	-13%	-2%	-7%	-20%	-15%	0%
c1ccc(CCn2c(SCc3ccccc3)nnc2-c2ccncc2)cc1	3%	4%	5%	1%	-20%	-3%	-52%[inhibitor]	-8%
COc1c(F)c(F)c(C(=O)Nc2ccc(NC(=O)Cc3ccccc3)cc2)c(F)c1F	i	6%	-2%	?	1%	-5%[46 µM]	3%	-2%
C#Cc1ccc([C@@H]2C=C(C(=O)NCc3ccccc3)O[C@H](OCc3ccc(CO)cc3)C2)cc1	?	?	?	?	-1%	·	·	·
Cc1ccc(S(=O)(=O)N(C)C)cc1NC(=O)COC(=O)c1ccc2c(c1)NC(=O)CS2	7%	?	-8%	-16%	-6%	3%[46 µM]	·	·
COc1ccc(NC(=O)c2cc(OC)c(OC)c(OC)c2)cn1	i	1%	-7%	2%	-1%	1%	-39%[inhibitor]	-5%
Cc1[nH]c2ccc(-c3n[nH]c(=S)n3-c3ccccc3)cc2c1C	0%	9%	0%	?	-7%	?	-24%	4%
COc1ccc(C(=O)N(CN2CCCC2=O)c2ccccc2OC)cc1OC	0%	4%	2%	-4%	4%	7%	?	1%
O=C(O)c1ccc(N2C(=O)CC(SC(=Nc3ccccc3)Nc3ccccc3)C2=O)cc1 (configuration not stated)	-3%	3%	-2%	3%	8%	?	8%	14%
Cc1ccc(Oc2nc(-c3cccnc3)nc3ccccc23)c([N+](=O)[O-])n1	i	3%	0%	0%	6%	4%[46 µM]	-23%	-1%
Cc1cc(NC(=O)CCSc2nc(-c3ccco3)cc(C(F)(F)F)n2)no1	-1%	-2%	-12%	-9%	·	11%	20%	-5%
CCN(CC)c1ccc(NC(=O)COC(=O)CSc2ccc(Br)cc2C)cc1	-2%	?	-7%	-3%	?	12%	-14%	3%
Cn1nc(C(=O)N2CCN(S(=O)(=O)c3ccccc3)CC2)c2ccccc2c1=O	-13%	-6%	-2%	-3%	1%	20%	-1%	4%
Cc1nc(N2CCN(Cc3ccccc3)CC2)[nH]c(=O)c1C	i	-6%	7%	9%	10%	2%	·	·
Cc1cc(COc2ccccc2O)on1	-5%	25%	-10%	8%	·	6%	-6%	-5%
O=C(CN1CCN(S(=O)(=O)c2ccc(Br)cc2)CC1)N/N=C/c1cc([N+](=O)[O-])ccc1Cl	-8%	?	-9%	7%	-8%	?	-12%	0%
COc1ccc(C(=O)NC2CCN(C(=S)Nc3cc(C)ccc3C)CC2)cc1	1%	1%	-17%	8%	12%	-7%	-19%	4%
COc1ccc(NC(=S)N2CCN(Cc3cccc(F)c3)CC2)c(OC)c1	i	-14%	-1%	-14%	-7%	·	-4%	1%
Nc1nc(Nc2cccc(Cl)c2)n[nH]1	-5%	·	?	3%	1%	·	·	·

(cont.)
Compound	RECQ1 helicase	ALDH1A1 block	Tau fibril ThT	KDM4E inh	L3MBTL1 block	Lamin A splicing	SMN2 splice up	Luc counter
O=C1CN(C(=O)COC(=O)CNS(=O)(=O)c2ccccc2)c2ccccc2N1	-2%	2%	5%	7%	1%	2%[46 µM]	-4%	2%
COc1ccc(CCNC(=O)C23CCC(C)(C(=O)O2)C3(C)C)cc1OC (configuration not stated)	i	-4%	3%	2%	-1%	?	-33%[inhibitor]	1%
COC(=O)c1sccc1NC(=O)CSc1ccccc1NS(=O)(=O)c1cc(Cl)ccc1Cl	-6%	-1%	-22%	-4%	-6%	-18%	-22%	3%
CCN(CC)S(=O)(=O)c1cccc(-c2nnc(SCC#N)n2Cc2ccccc2)c1	-3%	10µM*	-6%	-4%	-7%	16%	6%	14%
S=C(c1ccc(N2CCCC2)c(Br)c1)N1CCCCC1	-18%	?	-16%	0%	-13%	20%[46 µM]	1%	-2%
O=C(c1ccc2c(=O)n3c(nc2c1)CCCCC3)N1CCN(C(c2ccccc2)c2ccccc2)CC1	-4%	?	?	-3%	·	?	-42%[inhibitor]	-2%
O=C(CCSCc1ccc(Cl)cc1)NCc1cccs1	-17%	-9%	-5%	-13%	·	·	-61%[inhibitor]	0%
CN1CCCN(C(=O)C2CCC(C(=O)N3CCCN(C)CC3)CC2)CC1 (configuration not stated)	i	4%	-16%	16%	7%	?	-1%	-1%
COc1ccc(Cc2nc3ccccc3n2CC(=O)N/N=C/c2ccccc2)cc1OC	1%	7%	-3%	?	-9%	-5%	-6%	0%
O=C(O)C1=CCCN(CCON=C(c2ccccc2)c2ccccc2)C1	-9%&-5%	?	5%&-3%&-9%	?	2%	?	-23%&-5%	-8%&2%
CC(=O)Oc1ccc(OC(C)=O)c(SCCCCCN2CCOCC2)c1	-5%	3%	-24%	-11%	-4%	?	-8%	-2%
COc1cc2c(c(OC)c1OC)C(=O)CC2	i	·	-2%	0%	1%	·	·	·
C=CCOc1ccc(/C(O)=C2/C(=O)C(=O)N(CCN3CCOCC3)C2c2ccc(C)cc2)cc1 (configuration not stated)	i	0%	-4%	1%	4%	-10%	-9%	1%
Cc1ccc(NC(=O)N(CCC(=O)O)Cc2ccccc2)cc1	1%	4%	-1%	-6%	4%	4%[46 µM]	·	·
Cc1c(C=O)c(C=O)c(C)n1Cc1ccccc1	i	?	-12%	3%	·	?	23%	-3%
Cc1[nH]nc(SCC(=O)NCC(C)C)c1[N+](=O)[O-]	-4%	-14%	-17%	4%	·	·	5%	-2%
CCOc1ccc(NC(=O)CSc2nc3ccccc3c(=O)n2CCCC(=O)N2CCCC2)cc1	-6%	10%	-13%	-3%	-1%	-3%	·	·
CCC(C)NC(=O)CN1C(=O)CC(C)(C)S(=O)(=O)c2ccccc21 (configuration not stated)	-4%	16%	-4%	-4%	·	-3%	2%	-2%
Cc1cnc(CN(C)Cc2nc(Cc3cccc(C(F)(F)F)c3)no2)[nH]1	-3%	2%	-10%	16%	-11%	-2%[46 µM]	·	-1%
CC(C)(C)c1nc(SCC(=O)Nc2ccc(N3CCOCC3)cc2)c2ccccc2n1	-9%	-5%	?	-10%	2%	6%	-28%	0%
CC(C)(C)N(Cc1ccccc1)C(=O)CCc1ccccc1	i	-17%	9%	-2%	147%[activator]	·	-1%	2%
CC#C[C@]1(O)CC[C@H]2[C@@H]3CCC4=CC(=O)CCC4=C3[C@@H](c3ccc(N(C)C)cc3)C[C@@]21C	-9%	-14%	-21%	-9%	?	?	-65%[inhibitor]	14%
Cc1cc(C)cc(NC(=O)c2cccc(NC(=O)C3C4CC5OC(=O)C3C5C4)c2)c1 (configuration not stated)	-2%	-7%	-10%	0%	·	17%	-2%	0%
Cc1ccc(S(=O)(=O)Nc2cc(S(=O)(=O)N3CCCCC3)ccc2N2CCOCC2)cc1	8%	13µM*	4%	-12%	-2%	·	4%	0%
O=C(COc1ccc(F)cc1)N(c1ccccn1)C1CCCCC1	-18%	2%	-12%	10%	9%	-11%	-20%	-2%
CCOc1ccc(CCNC(=O)C2CCN(S(=O)(=O)N3CCOCC3)CC2)cc1OCC	i	2%	-6%	-5%	4%	5%	0%	-1%
COC(=O)N/N=C(\C)c1ccc(Br)cc1	0%	10%	-6%	2%	·	2%	-34%	14%
C=C(C)CNC(=S)NNC(=O)CCn1c2ccccc2c2ccccc21	-2%	8%	-8%	8%	-7%	?	-17%	1%
Oc1ccc(-c2csc(-c3c[nH]c4ccccc34)n2)c(O)c1	-13%	-1%	6.3µM*	-8%	-18%	?	?	-1%
Cn1c(SCc2nc3ccccc3s2)nnc1-c1cccs1	-3%	?	-14%	-28%	-2%	2%	-12%	-11%

Continuation:
Compound	RECQ1 helicase	ALDH1A1 block	Tau fibril ThT	KDM4E inh	L3MBTL1 block	Lamin A splicing	SMN2 splice up	Luc counter
CCOC(=O)C(NC(=O)Nc1ccc(F)cc1F)(Oc1ccccc1)C(F)(F)F (configuration not stated)	-8%	-1%	?	7%	26%	11%	12%	0%
N#Cc1c(N)nc2c3c(sc(=N)c2c1N)NC(=O)CC3c1ccccc1 (configuration not stated)	5%	?	?	?	-2%	-14%	19%	4%
CCNC(=O)NCCc1c[nH]c2ccc(Cl)cc12	i	11%	1%	3%	17%	11%	-13%	-1%
CCc1ccc(C(=O)NCc2cccs2)s1	-1%	5%	-5%	3%	·	-2%	?	1%
CCc1nnc(NC(=O)CSc2nnc(-c3ccoc3C)n2-c2ccc(C)cc2)s1	?	1%	-13%	2%	·	11%	22%	0%
